Hsp70 activator = switches on Hsp70 transcription. HeLa Hsp70 promoter luciferase reporter, luminescence; scaled: vehicle 0, proteasome-inhibitor control 100%. activation, % at 10 µM. 0.04% of 200,000 active. AID 1203;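 active = activation above the mean across all tested compounds plus 3 SD, cutoff set per campaign, cut at about 5.5% in these data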;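 note: 100% = MG132 at 30 µM as the positive control and 0% = DMSO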
Diaphorase act = counter-screen for diaphorase-based assays: diaphorase activators and chemical reducers | Diaphorase/resazurin coupled assay, resorufin fluorescence, 16 min; stronger effect = higher value; 1 = vehicle wells, 0 = NADH-free wells | activation factor at 20 µM | 0.005% of 190,000 active;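 active = diaphorase activity raised at least twofold by the compound at 20 µM; inactive = activation factor below 2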
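Assay system: Purified diaphorase enzyme from Clostridium kluyveri | Amount: Enzyme 0.07 U/mL final | Dosing: Compound 20 µM once, DMSO 1% | Timing: 16 min reaction at room temperature | Detection: Fluorescence, excitation 544 nm and emission 590 nm | Evaluation: Higher resorufin formation from activation or reduction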
Diaph inh CS = counter-screen for diaphorase-based assays: diaphorase inhibitors and chemical oxidizers; diaphorase resazurin-to-resorufin fluorescence, NADH, 16 min; bacterial (C. kluyveri) enzyme, not human; inhibition, % at 20 µM; 0.69% of 190,000 active; AID 1217;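 active = primary screen inhibition at 20 µM above a set limit, cut at about 50% in these data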;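 note: plate controls were DMSO with full reaction for no effect and wells lacking NADH for full effect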
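Test system: diaphorase enzyme from Clostridium kluyveri; amount: diaphorase at 0.14 U/mL in enzyme working solution; detection: fluorescence of resorufin formed from resazurin, Ex 544/Em 590 nm; times: reaction incubation of 16 min at room temperature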
PMI act = activators of human phosphomannose isomerase; AID 1214; activation factor at 20 µM; purified human PMI, coupled resazurin fluorescence, 20 min; stronger effect = higher value; 1 = vehicle control, 0 substrate-free wells; 0.005% of 190,000 active;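 active = activation factor of 2 or more at 20 µM, relative to plate controls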
Target sequence (P34949 whole entry, looked up): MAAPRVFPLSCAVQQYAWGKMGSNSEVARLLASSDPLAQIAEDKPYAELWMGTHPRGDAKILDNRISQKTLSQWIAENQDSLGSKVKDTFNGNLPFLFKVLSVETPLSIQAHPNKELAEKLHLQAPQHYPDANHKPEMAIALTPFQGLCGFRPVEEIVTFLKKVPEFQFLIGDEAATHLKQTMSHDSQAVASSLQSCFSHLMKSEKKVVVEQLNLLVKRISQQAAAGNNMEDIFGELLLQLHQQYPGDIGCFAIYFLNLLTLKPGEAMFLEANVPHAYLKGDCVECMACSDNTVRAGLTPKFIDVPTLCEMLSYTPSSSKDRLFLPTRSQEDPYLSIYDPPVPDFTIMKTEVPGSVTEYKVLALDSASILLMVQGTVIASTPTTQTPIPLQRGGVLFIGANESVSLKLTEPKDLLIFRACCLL
Redox H2O2 prof = compounds producing H2O2 with reducing agent – biochemical, NIH compound library profiling, artefact control for MLSCN library redox annotation, primary screen | DTT-dependent redox cycling H2O2, phenol red/HRP absorbance; 100% = 100 µM peroxide control, 0% = buffer | activation, % at 10 µM | 0.03% of 200,000 active | AID 878;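 active = activation of at least 50% relative to the plate's high and low controls in the primary single-dose screen; inactive = activation below 50%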;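 note: compound incubated with DTT at 0.8 mM final as the reducing agent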
TLR4-MyD88 BLA = inhibitors of human TLR4-MyD88 binding; inhibition, % at 8.4 µM; 0.18% of 200,000 active; O00206+Q99836; HeLa CL3-4 TLR4/MyD88 BLA complementation, FRET ratio; in the data active = inhibition above about 25%;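 note: 0% = vehicle and 100% = reference inhibitor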
L major viab = reduces viability of Leishmania major promastigotes. resazurin fluorescence viability. inhibition, % at 10 µM. 9% of 200,000 active;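 note: promastigotes grown with compound for 44 hours at 28 °C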
RAM network inh = inhibitors of the yeast RAM network; S. cerevisiae dse1pr::URA3 reporter, 5-FOA growth OD615, 2 d; analog-sensitive cbk1-as2 kinase mutant strain; inhibition, % at 50 µM; 1.8% of 190,000 active;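 active = inhibition above a set limit, 3 SD over mean compound inhibition, cut at about 8.4% in these data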;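 note: 0% = DMSO-only wells with no growth and 100% = 10 µM 1-NA-PP1 full growth; inhibition rescues growth on 5-FOA so higher OD means more RAM inhibition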
PMI act hi M6P = activators of human phosphomannose isomerase at near-saturating mannose 6-phosphate. P34949. coupled PMI enzyme assay, resazurin fluorescence, 20 min; stronger effect = higher value; 1 = untreated enzyme, 0 = substrate-free blank. activation factor at 20 µM. 0.34% of 190,000 active. AID 1216;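 active = activation factor of 2 or more at 20 µM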
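Test system – human PMI in coupled enzyme assay · Timing – 20 min incubation at room temperature · Detection – Diaphorase-driven resazurin-to-resorufin fluorescence, excitation 544, emission 590 nm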
G6PDH CS = counter-screen for G6PDH assay hits: L. mesenteroides G6PDH inhibition; inhibition, % at 5 µM; Purified L. mesenteroides G6PDH, diaphorase/resazurin coupled fluorescence, 45 min; 0.12% of 200,000 active
S1P3 antagonist = antagonists of human S1P3 receptor. inhibition, % at 4.98 µM. 0.27% of 170,000 active. Q99500. CHO S1P3 NFAT-BLA reporter, FRET fluorescence, antagonist mode;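 active = inhibition above the plate cutoff, the mean inhibition of test wells on that plate plus 3 SD, cut at about 28% in these data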;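 note: cells challenged with S1P at its EC80 of 0.8 µM; blue over green emission ratio from cleaved BLA substrate after 4 h stimulation; 0% = S1P-stimulated wells and 100% = unstimulated DMSO-only wells; some compounds past the cut are filed as inactive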
Target sequence (Q99500 whole entry, looked up): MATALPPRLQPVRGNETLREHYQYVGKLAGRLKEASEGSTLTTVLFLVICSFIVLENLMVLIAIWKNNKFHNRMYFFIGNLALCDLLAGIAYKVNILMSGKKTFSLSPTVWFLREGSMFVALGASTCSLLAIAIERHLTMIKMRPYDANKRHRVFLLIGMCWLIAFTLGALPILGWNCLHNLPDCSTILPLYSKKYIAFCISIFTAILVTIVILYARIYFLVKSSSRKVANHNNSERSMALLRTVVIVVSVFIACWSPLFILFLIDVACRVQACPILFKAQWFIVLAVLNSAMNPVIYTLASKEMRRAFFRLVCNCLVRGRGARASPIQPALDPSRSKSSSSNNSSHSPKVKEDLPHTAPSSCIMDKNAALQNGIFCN
Numbers without * were called inactive; . = not tested or not shown. Cut-off read from the data, not from the text of the source, unless noted: active = inhibition above about 50%; inactive = the rest.

SMILES	Hsp70 activator	Diaphorase act	Diaph inh CS	PMI act	Redox H2O2 prof	TLR4-MyD88 BLA	L major viab	RAM network inh	PMI act hi M6P	G6PDH CS	S1P3 antagonist
COC(=O)C1=C(C)N(C2CCCC2)C(=O)C1(NC(C)=O)C(F)(F)F (stereo unspecified)	-0.1	1	1	1	2.9	-4	-3	0.6	0.9	5	1
O=C1CCCC2=C1C(c1ccccc1O)C1=C(CCCC1=O)O2	-0.1	0.9	15	0.9	-0.7	-9	16	-0.7	0.9	6	-8
N#Cc1cc2c(nc1SCC(=O)Nc1sc3c(c1C#N)CCC3)CCC2	-0.2	0.9	8	1	-3.2	13	-6	3.6	1.1	3	.
COC(=O)c1c(-c2cccc3ccccc23)csc1NC(=O)Cc1ccc(OC)c(OC)c1	-0.4	0.9	9	1	0.4	-4	28	6.3	1	-1	.
CC(=O)Nc1ccc(S(=O)(=O)N2CCN(C34CC5CC(CC(C5)C3)C4)CC2)cc1	-0.1	0.9	7	1	0.0	9	-1	1.4	0.9	-4	28
CC(/C=N\N1CCN(Cc2ccc(C)cc2)CC1)=C\c1ccccc1	-0.2	0.9	6	0.9	0.1	9	-3	2.1	0.9	12	-7
Cc1oc(-c2ccccc2)cc1C(=O)Nc1cccc(C(=O)O)c1	-0.3	1	-2	1.1	-1.8	-7	-2	0.2	1.2	20	19
c1ccc(OCc2nn3c(Cn4nnc5ccccc54)nnc3s2)cc1	-0.1	0.9	8	0.7	0.1	2	-10	1.7	1.1	10	-9
COc1cccc(CN2CCN(C(=O)c3ccco3)CC2)c1OC	-0.2	.	.	.	1.5	-16	-5	.	.	.	-26
O=C(c1ccc(F)cc1)c1ccc(CN2C(=O)c3ccccc3C2=O)o1	-0.4	1	-3	1	-0.4	-3	-4	3.6	1	10	6
COCCn1nnnc1C(c1cccc(OC)c1OC)N1CCN(C2CCCCC2)CC1 (stereo unspecified)	0.3	0.9	12	1	-0.3	-1	3	2.0	1	2	-34
CCOCCCNC(=O)C(c1ccc(Cl)cc1)N(Cc1cccs1)C(=O)CNC(C)=O (stereo unspecified)	-0.1	0.9	8	0.9	-0.8	-2	-4	-0.5	1	-2	10
Cc1cc(C)c2nc(NNC(=O)c3cc(=O)c4ccccc4o3)sc2c1	0.0	0.3	67*	0.8	1.2	4	-14	9.5*	0.7	16	-3
O=C(O)Cc1coc(-c2ccc(F)cc2)n1	0.4	1	2	1	-0.5	-2	1	1.3	1.1	8	-39
Cc1nc(N2CCN(C)CC2)c2sc(=S)n(C)c2n1	-0.1	0.8	24	0.9	-0.2	-2	8	1.0	0.8	2	.
CN(C1CCCCC1)S(=O)(=O)c1cccc(C#N)c1	0.1	1.1	-10	1.1	-0.2	-5	-2	0.2	1.1	-1	-12
CSC1=NC(C)(C)C=C(/C=C/c2c(Cl)cccc2Cl)N1	-0.1	0.9	14	0.9	0.5	-15	58*	1.1	0.7	0	-7
OCCN1CCN(C(=S)NCCc2ccccc2)CC1	-0.1	0.9	10	0.9	2.3	-10	3	2.3	0.9	-10	.
Cc1ccc(C)c(/C=C/C(=O)c2ccccc(=O)c2O)c1	-0.5	0.7	30	1.1	-0.5	3	99*	1.3	1.2	-7	7
CCNc1nc(CC)nc2c1oc1ccccc12	-0.1	0.9	7	1.2	-0.5	5	57*	-0.3	1.3	10	.
CCOc1ccc(C(=O)N2CCc3cc(OC)c(OC)cc3C2)cc1OCC	0.0	0.8	21	0.8	-1.4	-16	2	3.1	0.7	7	-3
CCCCc1ccc(NC(=S)Nc2cccnc2)cc1	-0.3	0.9	7	0.9	0.3	7	-1	1.0	0.9	-6	-12
Cc1ccc(NC(=O)OCc2cn(-c3ccc(Cl)cc3)nn2)cc1	-0.2	0.9	10	0.9	3.6	-2	-5	2.2	0.9	13	.
O=C(CSc1ncnc2ccccc12)Nc1ccc2c(c1)OCO2	-0.2	0.9	13	0.9	-0.4	7	9	1.9	0.9	-18	-8
CC1SCC(=O)N(CC(=O)Nc2ccc3c(c2)OCO3)C1=O (stereo unspecified)	-0.2	0.8	18	0.9	0.4	-7	-4	0.0	0.9	-11	-5
c1ccc(N2CCN(c3nnc(Cc4cccnc4)c4ccccc34)CC2)nc1	-0.4	0.8	18	0.9	0.1	-3	9	2.0	0.9	6	-30
c1ccc(CN=C2NN=C(c3cc4ccccc4o3)CS2)cc1	0.0	0.8	21	1.2	-0.2	3	0	1.5	1.3	6	-4
O=C(Cc1ccc(Cl)cc1)Nc1cccc(-c2nnc(-c3ccco3)o2)c1	-0.2	1	2	0.9	3.6	1	3	3.7	0.9	11	.
C=CCn1c(SCC(=O)Nc2ccccc2)nc2scc(-c3cccs3)c2c1=O	-0.5	0.8	20	0.8	1.8	2	22	5.7	0.9	-4	.
CCN(CC)C(=O)CSc1ncnc2sc(-c3ccccc3)cc12	0.2	0.9	10	1	0.6	-17	1	0.0	1	-1	.
Clc1ccccc1/C=C/C=N/Nc1nc(N2CCOCC2)nc(N2CCOCC2)n1	0.7	1	4	1	-0.9	-7	13	0.4	1.1	-2	10
O=C(NCCCN1CCOCC1)C(=O)N/N=C/c1ccccc1	-0.1	0.9	7	0.8	-0.4	11	-2	-0.3	0.9	24	2
Cc1ccc(N2CC(C(=O)Nc3ccc(S(=O)(=O)Nc4nccs4)cc3)CC2=O)cc1 (stereo unspecified)	0.5	0.9	14	1.1	-3.5	9	-7	4.7	1	2	-9
Cc1nnc(C)n1/N=C/c1cccn1C	-0.1	0.9	13	0.9	0.6	10	-4	1.1	1	-4	.
O=C(O)C1=C[C@H](c2csc3ccccc23)C[C@H](OCCCCO)O1	-0.2	0.8	22	1	0.4	-5	-6	0.4	1	14	-13
Cc1ccc(S(=O)(=O)NC(=O)Nc2ccccc2)cc1	0.7	1	-2	1	-1.5	-2	10	1.4	1.1	7	8
O=c1[nH]c(=O)n(Cc2ccco2)c2c1C(C(F)(F)F)(C(F)(F)F)N=C(CCc1ccccc1)N2	0.0	1.3	-26	1.1	2.1	2	28	4.6	1.1	5	.
CC(C)=C1SC(N2CCN(c3cccc(Cl)c3)CC2)=NC1=O	-0.5	0.9	5	0.9	0.4	-2	68*	1.5	0.9	0	-14
COc1ccccc1NC(=O)CN1CCN(C(=O)c2ccco2)CC1	-0.2	0.9	7	1	0.3	5	3	0.2	1.1	10	.
CCOC(=O)C1=C(CC)OC(N)=C(C#N)C1c1ccc(OC)cc1OC (stereo unspecified)	-0.4	0.9	6	1	-2.6	4	-5	0.1	1	9	.
COc1ccc(OCc2nnc(SC3CCOC3=O)n2-c2ccccc2)cc1 (stereo unspecified)	-0.4	0.9	13	0.9	0.5	8	-2	0.9	0.9	0	-18
NC1=NC(=O)/C(=C/c2cn(CCC(=O)O)nc2-c2ccc(Cl)cc2)S1	-0.3	0.8	18	0.9	0.1	8	-8	8.6*	0.9	-2	2
COCCNCC(O)CON=C1c2ccccc2-c2ccccc21 (stereo unspecified)	-0.2	0.9	9	1	-0.1	0	40	1.5	1	-6	-11
Cc1cccc(N(C(=O)Cn2nnc(-c3ccccc3F)n2)C(C(=O)NC(C)(C)C)c2ccncc2)c1 (stereo unspecified)	0.0	0.9	12	0.9	0.7	-8	-1	3.3	1	11	-11
C=CCN(CC(=O)NCc1ccccc1)C(=O)c1csnn1	-0.2	0.9	14	1	-0.5	0	-2	1.1	1	5	-4
COc1ccccc1-n1cnc2cc(C(=O)NCC3CCCO3)ccc21 (stereo unspecified)	-0.5	0.9	8	0.9	0.3	3	0	0.7	1	7	23
C=CCOc1ccc(CNc2ccc(NC(=O)CCC)cc2)cc1OCC	-0.4	0.9	10	0.9	-0.5	9	39	2.2	0.9	-8	-8
CC(C)OC(=O)c1c(F)c(F)c(N2CCOCC2)c(F)c1F	-0.1	0.9	14	1	-1.1	-7	-4	1.0	1	-2	-8
CCCCN1C(=O)CC(Sc2ncccc2C(=O)O)C1=O (stereo unspecified)	0.0	1	1	1.1	-3.6	-3	-7	0.4	1.1	4	-37
CCOC(=O)c1cc2c(ccn2C)n1CC(=O)N1CCN(c2ccccc2)CC1	-0.3	0.9	12	0.9	0.0	-2	-3	1.5	0.6	7	-20
CCC1=Nc2cc(C(=O)O)ccc2Sc2ccc(Cl)cc21	0.0	0.9	9	1.1	0.8	16	-6	3.0	1.1	7	-5
CCCCOc1ccc(Cc2n[nH]c(=S)n2N)cc1	-0.5	0.9	7	0.8	-0.4	-9	34	0.0	0.8	26	6
N#CCOC(=O)c1c2c(nc3ccccc13)CCC2	-0.2	0.9	5	1	-0.1	4	-8	0.0	1	4	-12
C=CCn1cc(/C=N\NC(=O)c2cc3c(ccc4ccccc43)o2)c2ccccc21	0.2	0.7	26	1.1	-7.7	1	100*	5.7	1.1	6	.
CCOc1ccc2nc(SCC(=O)Nc3nonc3C)[nH]c2c1	-0.1	0.9	15	0.9	2.2	-3	11	9.1*	0.9	12	-5
O=C(CCc1ccc(S(=O)(=O)N2CCOCC2)cc1)N/N=C/c1cccc(O)c1	-0.2	0.9	9	0.9	0.2	-11	-6	0.1	1.1	2	-3
Cc1ccc(C)c(OCC(=O)N/N=C/c2c(C)nn(-c3ccccc3)c2Cl)c1C	-0.3	0.9	14	1	0.0	0	-3	5.4	0.7	0	-6
Cc1c(Cl)cccc1NC(=O)CN1CCN(CCO)CC1	-0.1	1.1	-5	1.1	-3.7	5	-4	1.5	1.1	5	-8
CCSc1nnc(N)s1	-0.4	0.9	15	1	-0.9	-9	-6	1.4	1	5	-18

An excerpt from above with just Hsp70 activator, TLR4-MyD88 BLA and RAM network inh.
| SMILES | Hsp70 activator | TLR4-MyD88 BLA | RAM network inh |
| --- | --- | --- | --- |
| C=CCn1cc(/C=N\NC(=O)c2cc3c(ccc4ccccc43)o2)c2ccccc21 | 0.2 | 1 | 5.7 |
| CCOc1ccc2nc(SCC(=O)Nc3nonc3C)[nH]c2c1 | -0.1 | -3 | 9.1* |

Taken from above.
Value for `C=CCn1cc(/C=N\NC(=O)c2cc3c(ccc4ccccc43)o2)c2ccccc21` in Redox H2O2 prof: -7.7
Value for `CCSc1nnc(N)s1` in S1P3 antagonist: -18
Value for `Cc1ccc(C)c(OCC(=O)N/N=C/c2c(C)nn(-c3ccccc3)c2Cl)c1C` in Diaphorase act: 0.9
